TRHR PAM: allosteric enhancers of human TRH receptor. P34981. TRHR cells, fluo-8 calcium fluorescence, EC20 TRH enhancement. enhancement, % at 2 µM. 0.66% of 360,000 active. AID 493056; in the data active means enhancement above about 30%; further: 0% is about no effect
Target sequence (P34981 whole entry, looked up): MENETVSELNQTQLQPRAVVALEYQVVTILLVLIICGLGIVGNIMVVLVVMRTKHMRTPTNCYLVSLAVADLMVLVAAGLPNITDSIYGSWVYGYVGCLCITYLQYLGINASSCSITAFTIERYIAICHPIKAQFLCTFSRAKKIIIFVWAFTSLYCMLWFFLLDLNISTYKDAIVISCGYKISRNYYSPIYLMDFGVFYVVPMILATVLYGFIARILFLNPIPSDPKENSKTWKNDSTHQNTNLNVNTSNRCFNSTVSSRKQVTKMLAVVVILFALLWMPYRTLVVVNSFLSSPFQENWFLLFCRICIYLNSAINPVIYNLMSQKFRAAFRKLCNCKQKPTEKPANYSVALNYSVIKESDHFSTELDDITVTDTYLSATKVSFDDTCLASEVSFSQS
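TRHR-expressing cells loaded with fluo-8 calcium dye were read kinetically (ex 480/em 530) during compound addition, then stimulated with an EC20 of TRH (10 nM final). Enhancement of the Gq-mediated intracellular calcium response was scored.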
Pin1 inhibitor: human Pin1 inhibition. Potency, µM (series often up to 115 µM), for inactives: at the top dose activity, negative = inhibition, usual class: inhibitors. 0.009% of 390,000 active. Q13526. AID 504891. Pin1 FP peptide displacement, HiFluor488, 10 min; active means well fitted inhibition curve with a large enough effect in the polarisation, with a control signal flat, not every such curve was filed as active; inconclusive means small, poorly fitted or top-dose-only effect, or effect the other way, or a change in a side signal; inactive means no such curve, though single readings can be large or run the other way; the % refers to the polarisation; further: potency means the concentration at half of the fitted maximal effect; on the % scale 0 is the no-effect control and ±100 the full control effect
Target sequence (Q13526 whole entry, looked up): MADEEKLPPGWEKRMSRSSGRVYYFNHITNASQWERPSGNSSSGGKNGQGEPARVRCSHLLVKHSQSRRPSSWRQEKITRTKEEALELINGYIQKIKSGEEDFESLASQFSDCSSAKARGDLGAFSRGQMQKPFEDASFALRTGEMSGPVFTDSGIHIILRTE
USP1-UAF1 inh: inhibitors of human USP1/UAF1 deubiquitinase. AID 743255. O94782. recombinant USP1/UAF1, Ub-Rhodamine cleavage fluorescence. Potency, µM (highest dose often 57.1 µM), inactives show top-dose activity change, negative = inhibition, most hits filed as inhibitors. 0.23% of 390,000 active; further: potency means the concentration at half of the fitted maximal effect; on the % scale 0 is the no-effect control and ±100 the full control effect; nearly all actives have a fitted effect of over 60% in size; inactives centre near -12
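Step one: compound is pinned into 1nM USP1/UAF1 in HEPES pH 7.8 buffer with TCEP. Step two: 15 min room-temperature incubation. Step three: Ub-Rho (150nM final) starts cleavage, tracked by fluorescence over six one-minute reads.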
TrxR1 substrate: substrates of rat thioredoxin reductase 1; Potency, µM (highest dose often 114 µM), without a hit: at the top dose activity change, negative = substrate turnover; 0.01% of 390,000 active; purified TrxR1 substrate turnover, NADPH consumption readout; O89049; further: potency means the concentration at half of the fitted maximal effect; on the % scale 0 is the no-effect control and ±100 the full control effect; nearly all actives have a fitted effect of over 50% in size
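Rat TrxR1, dispensed at 90 nM, was prereduced with 400 uM NADPH (final) for 5 min at ~22 deg C, then incubated with compound 15 min before 400 uM selenite. A first-read NADPH fluorescence drop versus no-compound background flagged substrates.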
mIDH1 inhibitor: blocks human mutant IDH1 R132H enzyme | O75874 | IDH1-R132H enzyme, NADPH consumption, diaphorase/resazurin fluorescence | Potency, µM (doses to about 76.6 µM), inactives show at the top dose activity change, negative = inhibition, actives largely listed as inhibitors | 0.093% of 390,000 active | AID 602179; further: potency means the concentration at half of the fitted maximal effect; on the % scale 0 is the no-effect control and ±100 the full control effect; nearly all actives have a fitted effect of over 65% in size
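IDH1-R132H (0.5 ug/mL) preincubated 30 min with compound, then NADPH (0.016 mM) and alpha-KG (2 mM) added; 80 min at RT, pH 7.5. Remaining NADPH coupled via diaphorase/resazurin to fluorescence (540/590 nm); concentration-response curves normalized to no-enzyme control.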
D2 ag: activates the human D2 dopamine receptor. P14416. HEK293 T-REx D2 cells, calcium flux agonist mode. activation, % at 2 µM. 0.53% of 340,000 active. AID 485358;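 active means activation over 3 SD above normal in the single-dose calcium agonist read, cut at about 30% in these data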; further: 0% is about no effect
Target sequence (P14416 whole entry, looked up): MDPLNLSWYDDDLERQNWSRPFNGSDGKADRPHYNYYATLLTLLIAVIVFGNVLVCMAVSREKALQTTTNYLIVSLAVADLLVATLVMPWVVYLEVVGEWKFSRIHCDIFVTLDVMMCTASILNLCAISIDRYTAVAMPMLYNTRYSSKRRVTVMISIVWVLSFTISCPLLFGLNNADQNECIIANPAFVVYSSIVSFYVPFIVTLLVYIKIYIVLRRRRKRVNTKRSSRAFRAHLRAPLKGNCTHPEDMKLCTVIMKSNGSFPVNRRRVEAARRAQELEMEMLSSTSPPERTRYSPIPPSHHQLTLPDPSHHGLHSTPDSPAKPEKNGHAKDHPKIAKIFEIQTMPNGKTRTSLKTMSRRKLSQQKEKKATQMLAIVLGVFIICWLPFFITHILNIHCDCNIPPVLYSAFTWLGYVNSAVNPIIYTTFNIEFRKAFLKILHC
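Tetracycline-induced HEK293 T-REx cells with force-coupled D2 receptor, plated overnight at 30 C, loaded with no-wash calcium dye. After a 10 s baseline, compound was pin-added and calcium flux read kinetically for 180 s; calcium rises flagged agonists.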
TRHR ag: TRH receptor (human) agonism. TRHR cells, calcium flux fluo-8, FDSS agonist mode. activation, % at 2 µM. 0.18% of 360,000 active; in the data active means activation above about 30%; further: 0% is about no effect
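Fluo-8-loaded TRHR cells; 10 s baseline, compound added, kinetic Ca2+ fluorescence read 1/s, agonist mode.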
rTrxR1 inhibitor: inhibitors of rat thioredoxin reductase 1; O89049; recombinant rTrxR1, NADPH fluorescence consumption, selenite substrate; Potency, µM (top dose mostly 114 µM), for the others: top-dose activity change, negative = inhibition, hits mostly inhibitors; 1% of 390,000 active; AID 588453; further: potency means the concentration at half of the fitted maximal effect; on the % scale 0 is the no-effect control and ±100 the full control effect; nearly all actives have a fitted effect of over 65% in size
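Rat TrxR1 (90 nM in the dispensed reagent) was pre-reduced with 400 uM NADPH for 5 min at room temperature, then incubated with compound for 15 min. After 400 uM selenite was added, NADPH fluorescence (Ex 340/Em 450 nm) was followed for 8 min.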
D2 antagonist: antagonists of human D2 dopamine receptor | P14416 | HEK293 TREx D2 cells, calcium flux, dopamine EC80 | inhibition, % at 10 µM | 2% of 340,000 active | AID 485344; in the data active means inhibition above about 30%; further: 0% is about no effect
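Dopamine at EC80 is the agonist stimulus; test compounds precede it by 180 s. Calcium flux read kinetically in a force-coupled, inducible HEK293 T-REx D2 cell line.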
* hit, by the source's call; ? = inconclusive; · = no result given; [ ] = dose if it differs, or a comment. Unless noted, the call rests on the fitted dose curve; in most records, active means well fitted inhibition curve with a large enough effect; inconclusive means small, poorly fitted or top-dose-only effect; inactive means no such curve, though single readings can be large or run the other way. These rows are one share of the data, so the mix of outcomes need not match the whole.

No.	canonical_smiles	TRHR PAM	Pin1 inhibitor	USP1-UAF1 inh	TrxR1 substrate	mIDH1 inhibitor
1	CN(C)/C=C/C(=O)c1ccc(Oc2ncccn2)cc1	2	9%	-16%	-5%[57.1 µM]	-5%
2	O=C(C1CCCO1)N1CCN(C(=S)Nc2ccccc2)CC1 (stereo not given)	6	-8%	-11%	3%	13%
3	CCN1CCN(C2CCCCC2NS(=O)(=O)c2ccccc2)CC1 (stereo not given)	-6	-9%	-10%	-3%	-14%
4	CC(=O)c1cccc(NS(=O)(=O)c2ccc(N/C=C\C(=O)c3ccc(C)cc3)cc2)c1	4	1%	-19%	4%	-3%
5	NS(=O)(=O)c1ccc(NC(=O)COC(=O)CSCc2ccc(F)cc2)cc1	7	11%	-21%	2%	1%
6	Cc1c(CCC(=O)NCCCn2ccnc2)c(=O)oc2c(C)c3occ(C(C)(C)C)c3cc12	-2	-1%	-14%	10%	?
7	O=S1(=O)Cc2cc3ccccc3cc2C1	-9	-14%	-14%	9%[57.1 µM]	0%
8	Cc1ccc(S(=O)(=O)NCC(=O)OCC(=O)N(C)C2CCCCC2)cc1	3	3%	-22%	0%	2%
9	CC1CC1C(=O)OCC(=O)Nc1ccc(Cl)cn1 (stereo not given)	·	-6%	-8%	2%	-1%
10	O=C(Nc1ccc(N2CCOCC2)cc1)c1nc2ccccc2s1	6	12%	-14%	8%	7%
11	COc1cc(OC)cc(C(=O)NC2CCN(CC(=O)Nc3cccc4ccccc34)CC2)c1	8	?	-26%	-6%	5%
12	COC(=O)c1ccc2c(c1)NC(=O)C(N1CCCCC1)S2 (stereo not given)	3	2%	-16%	10%[57.1 µM]	4%

No.	D2 ag	TRHR ag	rTrxR1 inhibitor	D2 antagonist
1	-1.8	-0.1	9%[57.1 µM]	-13
2	-0.6	0.2	9%	-11
3	-0.1	0.1	20%	11
4	0.5	0.4	3%[57.1 µM]	-2
5	-0.3	0.3	18%	15
6	-0.5	-0.3	26%	-1
7	0.3	-0.3	18%[57.1 µM]	9
8	0.0	0.5	16%	13
9	·	·	8%	·
10	0.2	-0.2	6%	-4
11	0.6	0.2	-3%	-23
12	-0.3	0.7	12%[57.1 µM]	2

More entries.
No.	canonical_smiles	TRHR PAM	Pin1 inhibitor	USP1-UAF1 inh	TrxR1 substrate	mIDH1 inhibitor
13	O=C1NC[C@H](c2ccccc2)OC(=O)[C@H](Cc2ccc(F)cc2)C/C=C\C[C@@H]1CC(=O)N(CCO)Cc1ccccc1	·	1%	-21%	-5%	-16%
14	COc1ccc(N(CC(=O)NCCSCc2cccc(Cl)c2)S(C)(=O)=O)cc1	-2	1%	-15%	1%	1%
15	Cc1ccc(CN(Cc2ccco2)C(=O)c2ccccc2Cl)o1	-5	-6%	-17%	-7%	11%
16	COc1cccc(N2CCN(C(=O)Cn3c(=O)oc4ccccc43)CC2)c1	-9	3%	-9%	9%[57.1 µM]	-2%
17	COc1cc(CO)c(Br)cc1OCC(=O)Nc1ccccc1C	-2	7%	13%	8%[57.1 µM]	1%
18	O=C(COc1ccccc1Cl)Nc1nc2c(s1)CCCC2	-3	4%	9%	-7%	9%
19	CC(=O)c1cccc2c(O)c(C3=Nc4ccccc4C3=O)[nH]c12	1	-11%	?	-19%	-10%
20	Cc1ccc(-c2nnc3n2N=C(c2ccccc2Br)CS3)cc1	2	1%	-14%	5%[57.1 µM]	3%
21	O=S(=O)(NCCc1csc(-c2ccc(C(F)(F)F)cc2)n1)c1ccc2c(c1)OCCO2	-3	-1%	-7%	1%[57.1 µM]	-7%
22	Cc1cccc(C(C)C)c1NC(=O)c1cccnc1	11	-7%	-3%	-8%	0%
23	CC(C)(C)c1ccc(C(=O)Nc2nnc(Cc3c[nH]c4ccccc34)s2)cc1	17	13%	1%	-1%[57.1 µM]	-6%
24	COc1cc(C(=O)N/N=C/c2ccc(OC)c(CN3CCN(c4ccc(F)cc4)CC3)c2)ccc1O	-7	3%	-9%	-12%	-5%

No.	D2 ag	TRHR ag	rTrxR1 inhibitor	D2 antagonist
13	·	·	7%	·
14	-0.8	0.1	26%	-10
15	-1.0	-1.0	-13%	·
16	-0.2	-0.8	1%[57.1 µM]	7
17	0.0	-0.3	19%[57.1 µM]	6
18	·	0.4	11%	·
19	4.4	-0.4	?	-25
20	-2.0	0.2	-7%	1
21	0.8	0.3	2%[57.1 µM]	11
22	0.6	0.7	-12%	6
23	-0.7	-1.1	-8%[57.1 µM]	21
24	-1.1	-0.5	12%	1

Following part
No.	canonical_smiles	TRHR PAM	Pin1 inhibitor	USP1-UAF1 inh	TrxR1 substrate	mIDH1 inhibitor
25	COc1cccc(CNC(=O)Cn2cc3c(n2)-c2c(oc(C(=O)N4CCCC4)c2C)CC3)c1	-2	-3%	-37%	3%	0%
26	CCOC(=O)Cn1cnc(-c2ccc([N+](=O)[O-])cc2)c1	-5	-5%	-3%	-18%	1%
27	COC(=O)c1ccc(OCC(O)CN2C(=O)NC(C)(C)C2=O)cc1 (stereo not given)	0	-2%	1%	-9%	-5%
28	Cc1ccc(S(=O)(=O)N2CCC(C(=O)NNC(=O)c3ccc(F)cc3)CC2)cc1	0	3%	-4%	4%	3%
29	COC(=O)N1N=C(c2ccccc2)CC1(O)C(F)(F)F (stereo not given)	·	-1%	-25%	7%	-1%
30	OC(CNCCNc1ncccc1C(F)(F)F)COc1ccc(F)cc1 (stereo not given)	-3	3%	0%	0%[57.1 µM]	4%
31	CCOc1ccc(NC(=O)N2CCC(n3nnc4ccccc43)CC2)cc1	1	-7%	-11%	-3%	2%
32	CCOc1ccc(/C=N/Nc2ccc(C(F)(F)F)cc2[N+](=O)[O-])cc1O	2	-8%	-12%	-11%	-10%
33	COc1ccc(C(=O)c2c[nH]c3ccccc23)cc1	1	-2%	-6%	-1%[57.1 µM]	10%
34	CCn1c(SCC(=O)O)nnc1-c1ccccc1OC	-3	-4%	-8%	5%	-6%
35	COc1cc(Cl)c(C)cc1Nc1ncnc2c1nc1n2CCCC1	-4	-6%	-18%	-3%	10%
36	O=C(NS(=O)(=O)c1ccccc1)c1ccccc1	9	-4%	-23%	0%	5%

No.	D2 ag	TRHR ag	rTrxR1 inhibitor	D2 antagonist
25	0.1	-0.4	5%	·
26	0.0	-0.8	-23%	-5
27	-1.1	0.3	-9%	9
28	0.1	0.0	12%[57.1 µM]	-1
29	·	·	22%	·
30	-0.6	-0.5	-4%[57.1 µM]	-27
31	0.4	0.1	8%	0
32	-2.4	-1.9	14%[57.1 µM]	6
33	0.2	-0.8	16%[57.1 µM]	-4
34	0.3	-0.4	17%	13
35	0.4	0.2	1%	·
36	0.2	0.3	7%	-11

New compounds follow.
No.	canonical_smiles	TRHR PAM	Pin1 inhibitor	USP1-UAF1 inh	TrxR1 substrate	mIDH1 inhibitor
37	O=C(Nc1ccc(NS(=O)(=O)c2ccccc2)cc1)c1ccccc1Cl	·	0%	-1%	7%[57.1 µM]	6%
38	CCOC(=O)c1c(S(=O)(=O)N2CCC(C(=O)N3CCN(c4ccc(F)cc4)CC3)CC2)c(C)n(C)c1C	0	?	-28%	-5%[57.1 µM]	33%
39	O=C(COC(=O)Cn1ccc(=O)[nH]c1=O)Nc1ccc(F)cc1	·	3%	-13%	10%	3%
40	N#C/C(=C\c1ccccc1OCc1ccc(C(=O)O)cc1)c1ccccc1	-6	-6%	-22%	4%	0%
41	Cc1cccc(-n2c(SCC(=O)Nc3nonc3C)nnc2-c2ccoc2C)c1	-8	2%	-1%	-3%	0%
42	Cc1nn(CCc2nc(-c3ccco3)cs2)c2[nH]c(=O)cc(C(F)(F)F)c12	-4	?	-14%	3%[2.29 µM]	4%
43	Cc1ccc(NC(=O)Cc2ccc(-n3cccc3)cc2)c(C)c1	4	0%	-8%	0%	-1%
44	C/C(CC(=O)Nc1ccc([N+](=O)[O-])cc1)=N/NC(=O)C1CC12CCC2 (stereo not given)	2	2%	-7%	-3%	0%
45	O=C(CCNS(=O)(=O)c1ccccc1)OCc1nnc(-c2ccccc2)o1	3	5%	-10%	8%	4%
46	O=S(=O)(Nc1cccc(-n2cnnn2)c1)c1ccc(Cl)nc1	5	-4%	-13%	0%	-8%
47	CCCc1ccc(-c2cc(C(=O)Nc3ccc([N+](=O)[O-])cn3)c3ccccc3n2)cc1	8	2%	-19%	-15%	8%
48	Cc1nnc2n(-c3ccccc3)c(=O)c3ccccc3n12	·	-7%	-15%	4%	-7%
49	CC(=O)c1cc(F)c(N2CCCC2)cc1C	-3	0%	3%	-11%	2%
50	Cc1cc(C(=O)Nc2c(F)cc(F)cc2Br)no1	4	-9%	0%	-11%	-1%

No.	D2 ag	TRHR ag	rTrxR1 inhibitor	D2 antagonist
37	·	·	10%	·
38	0.0	-0.9	5%[57.1 µM]	·
39	·	·	3%	·
40	-0.3	0.1	24%	3
41	0.0	-0.9	-19%	4
42	0.3	0.1	-3%[2.29 µM]	-22
43	0.5	0.0	1%	-13
44	-0.2	0.5	-3%[57.1 µM]	-1
45	-0.2	0.0	23%	18
46	0.0	1.1	3%	0
47	1.1	1.1	-16%	1
48	·	·	21%	·
49	0.0	-0.2	2%[57.1 µM]	-16
50	1.2	-0.8	2%	-21

Shown with each value named: part of the list above
50: Cc1cc(C(=O)Nc2c(F)cc(F)cc2Br)no1
  TRHR PAM: 4; Pin1 inhibitor: -9%; USP1-UAF1 inh: 0%; TrxR1 substrate: -11%; mIDH1 inhibitor: -1%; D2 ag: 1.2; TRHR ag: -0.8; rTrxR1 inhibitor: 2%; D2 antagonist: -21

41: Cc1cccc(-n2c(SCC(=O)Nc3nonc3C)nnc2-c2ccoc2C)c1
  TRHR PAM: -8; Pin1 inhibitor: 2%; USP1-UAF1 inh: -1%; TrxR1 substrate: -3%; mIDH1 inhibitor: 0%; D2 ag: 0.0; TRHR ag: -0.9; rTrxR1 inhibitor: -19%; D2 antagonist: 4

39: O=C(COC(=O)Cn1ccc(=O)[nH]c1=O)Nc1ccc(F)cc1
  TRHR PAM: ·; Pin1 inhibitor: 3%; USP1-UAF1 inh: -13%; TrxR1 substrate: 10%; mIDH1 inhibitor: 3%; D2 ag: ·; TRHR ag: ·; rTrxR1 inhibitor: 3%; D2 antagonist: ·
